Screens: PubChem, several laboratories
KLF5 inhibitor – KLF5 expression inhibitors, primary screen, DLD-1 cells, luminescence; AID 1700, 2009; DLD-1 KLF5 promoter-luciferase reporter; 0.23% of 290,000 active; inhibition, % at 5 µM;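 active = inhibition above a per-plate limit of that plate's mean compound inhibition plus 3 SD, cut at about 60% in these data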;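 note: 0% = DMSO wells and 100% = LY294002 at 200 µM; higher means less KLF5 promoter-driven luciferase light; inactives centre near -14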
TRPC6 inhibitor – mouse TRPC6 channel inhibitors, primary screen, cell-based, HEK293, membrane potential dye. Short transient receptor potential channel 6 (Mus musculus), Q61143. ACh-evoked depolarization; active compounds read low. B-score at 10 µM. 1.1% of 310,000 active. AID 2553, 2010;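 active = B-score under library mean minus 3 SD, initial fluorescence not abnormally high, positive integrated signal ratio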;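 note: B-score derived from integrated fluorescence ratio over the kinetic read; more negative B-score means stronger inhibition of depolarization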
TRPC6 act – mouse TRPC6 channel activators, primary screen, cell-based, HEK293, membrane potential dye; HEK293-TRPC6 membrane potential dye fluorescence; active compounds read high; B-score at 10 µM; 0.13% of 310,000 active; AID 2550, 2010;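 active = B-score of the integrated fluorescence ratio above library mean plus 3 SD, and starting fluorescence ratio within library mean plus 5 SD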;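 note: higher score means more depolarization so channel activation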
MrgX1 antagonist – antagonists of human MrgX1 receptor, primary screen, HEK293 cells, Fluo-4 calcium flux; B-score at 10 µM; Mas-related G-protein coupled receptor member X1 (Homo sapiens), Q96LB2; BAM8-22 antagonism; active compounds read low; 1.3% of 310,000 active;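 active = calcium-response B-score plate-corrected more than 3 library SD below zero, starting fluorescence within 5 deviations, no agonist response on first addition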;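 note: peak minus trough fluorescence over baseline after final BAM8-22 challenge near maximal dose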
TRPC4 act – activators of mouse TRPC4 channel, primary screen, Fluo4 calcium, HEK293 TRPC4beta/mu-opioid cells | B-score at 10 µM | Short transient receptor potential channel 4 (Mus musculus), Q9QUQ5 | 0.49% of 310,000 active | Fluo4 calcium fluorescence; active compounds read high;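 active = B-score above 5 SD of library B-scores, and initial fluorescence ratio not above library mean plus 5 SD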;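 note: positive B-score marks a calcium rise read as TRPC4 activation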
Target sequence (Q9QUQ5 whole entry, looked up): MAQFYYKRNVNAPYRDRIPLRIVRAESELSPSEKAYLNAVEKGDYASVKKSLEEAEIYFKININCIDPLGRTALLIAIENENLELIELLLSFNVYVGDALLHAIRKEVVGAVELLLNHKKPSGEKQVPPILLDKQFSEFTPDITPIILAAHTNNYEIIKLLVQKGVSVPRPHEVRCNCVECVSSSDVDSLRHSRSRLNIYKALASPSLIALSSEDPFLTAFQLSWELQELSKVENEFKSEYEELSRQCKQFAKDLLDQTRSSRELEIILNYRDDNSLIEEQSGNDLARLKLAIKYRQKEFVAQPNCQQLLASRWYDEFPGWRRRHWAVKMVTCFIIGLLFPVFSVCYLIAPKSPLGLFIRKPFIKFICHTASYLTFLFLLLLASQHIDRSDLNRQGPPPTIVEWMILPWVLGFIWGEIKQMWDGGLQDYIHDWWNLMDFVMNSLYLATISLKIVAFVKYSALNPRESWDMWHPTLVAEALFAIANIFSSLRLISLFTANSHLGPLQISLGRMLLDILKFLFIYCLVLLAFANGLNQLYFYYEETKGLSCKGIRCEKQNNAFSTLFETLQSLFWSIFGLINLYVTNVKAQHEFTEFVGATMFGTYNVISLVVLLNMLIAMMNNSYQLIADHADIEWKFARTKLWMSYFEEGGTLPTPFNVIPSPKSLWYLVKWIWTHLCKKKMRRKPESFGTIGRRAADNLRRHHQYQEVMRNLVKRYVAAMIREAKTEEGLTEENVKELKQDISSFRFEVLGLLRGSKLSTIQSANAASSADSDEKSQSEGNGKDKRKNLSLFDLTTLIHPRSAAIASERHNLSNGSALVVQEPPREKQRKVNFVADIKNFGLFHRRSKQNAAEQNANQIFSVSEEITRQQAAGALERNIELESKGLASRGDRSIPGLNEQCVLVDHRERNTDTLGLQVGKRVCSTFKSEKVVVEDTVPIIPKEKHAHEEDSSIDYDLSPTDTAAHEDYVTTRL
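Assay system: HEK293 stable line with TRPC4beta plus mu-opioid receptor. Times: dye 45 min RT, read 110 s. Measured by: kinetic Fluo4 calcium fluorescence. Measure: B score of integrated ratio. Controls: assay buffer as low control, maximal DAMGO as high control.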
HIF act – HIF pathway transcriptional activators, primary screen, cell-based, U2OS HRE-luciferase, luminescence. U2OS HRE-luciferase reporter; normalized: DMSO 0%, desferrioxamine 100%. activation, % at 7.5 µM (by protocol). 0.32% of 300,000 active. AID 1910, 2009;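 active = mean activation of at least 10% of the iron chelator positive control signal, with at least half of replicates also reaching 10%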
TRPC4 block – inhibitors of mouse TRPC4 channel, primary screen, Fluo4 calcium, HEK293 TRPC4beta/mu-opioid cells. 0.39% of 300,000 active. B-score at 10 µM. DAMGO-evoked Fluo4 calcium flux; active compounds read low;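 active = B-score over 3 SD under the library average, no early fluorescence shift, positive overall ratio signal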
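Signal: kinetic Fluo4 fluorescence imaging of calcium influx. Material: stable TRPC4beta/mu-opioid receptor HEK293 cells. Probe or stimulus: DAMGO in two steps, submaximal then maximal.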
IEC-6 cytotox – cytotoxicity in IEC-6 intestinal epithelial cells, primary screen, cytotoxicity control for KLF5 inhibitor project, cell-based, luminescence; IEC-6 cytotoxicity, luminescence viability; inhibition, % at 5 µM; 0.78% of 290,000 active; in the data active = inhibition above about 22%;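 note: 0% = plate median of test compound wells and 100% = cytotoxic reference compound wells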
SKKanGAS inh – S. pyogenes SKKanGAS growth inhibitors in kanamycin, primary screen, streptokinase expression inhibitor project, SKKanGAS strain, BacTiter-Glo luminescence; 6 h; inhibition, % at 7.5 µM; 1.3% of 300,000 active; AID 1662, 2009;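 active = mean replicate score, as percent of positive control median, at least 50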;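 note: strain carries kanamycin resistance gene driven by streptokinase promoter and grows in 40 µg/ml kanamycin; loss of luminescence reflects streptokinase promoter inhibition or plain growth inhibition; 0% = median of DMSO wells and 100% = positive control at its reference dose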
TRPC4 potent – positive allosteric modulators of TRPC4, primary screen, cell-based, mouse TRPC4beta, HEK293 mu-opioid, Fluo-4 calcium; DAMGO EC20, Fluo-4 Ca2+ flux; active compounds read high; 0.42% of 310,000 active; AID 2227, 2009; B-score at 10 µM; Short transient receptor potential channel 4 (Mus musculus), Q9QUQ5;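 active = B-score of calcium response area above 5 SD of library B-scores, with initial fluorescence ratio within 5 SD of library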;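 note: B-score of integrated fluorescence ratio over time as area under calcium response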
aSyn 5UTR inh – MLPCN primary screen, SNCA 5' untranslated region. alpha-synuclein 5'UTR reporter, inhibitor activity. inhibition, % (tested at 7.5 µM). 0.82% of 300,000 active; in the data active = inhibition above about 60%;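 note: H4 neuroglioblastoma cells stably carrying SNCA 5'UTR luciferase fusion; 0% = DMSO wells and 100% = positive control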
* = called active by the depositor; i = inactive; . = no result given.

nr	Molecule	KLF5 inhibitor	TRPC6 inhibitor	TRPC6 act	MrgX1 antagonist	TRPC4 act	HIF act	TRPC4 block	IEC-6 cytotox	SKKanGAS inh	TRPC4 potent	aSyn 5UTR inh
1	Cc1cc[n+](C(C)C(=O)c2ccc(-c3ccccc3)cc2)cc1 (stereo not drawn)	-21	i	i	i	i	-0.7	i	-5	.	i	23
2	Cc1nc(N2CCN(c3ccccc3)CC2)nc2c1C(=O)CCC2	-29	i	i	i	i	0.3	i	-3	2	i	23
3	O=C(COc1ccc2ccccc2c1)NN1C(=O)c2ccccc2C1=O	-34	i	i	i	i	-0.4	i	-2	-2	i	4
4	CCOC(=O)c1ccc(NC(=O)c2sc3nc(N4CCOCC4)c4c(c3c2N)CCCC4)cc1	-29	i	i	i	i	0.0	i	7	43	i	21
5	CC(=O)c1ccc(NC(=O)c2ccc3c(Cl)c4c(nc3c2)CCCC4)cc1	-16	i	i	i	i	-0.2	i	-2	8	i	-9
6	CC(C)CCN(C(=O)CNC(=O)c1cccs1)C(C(=O)NC1CCCCC1)c1cccnc1 (stereo not drawn)	-7	i	i	i	i	-0.4	i	-8	-1	i	-4
7	CC(=O)N/C(=N\c1nc(C)cc(C)n1)Nc1ccc2ccccc2c1	-52	i	i	i	i	2.7	i	0	2	i	-166
8	CC(=O)N1N=C(c2ccc(C)cc2)OC1c1ccc(C)cc1 (stereo not drawn)	-54	i	i	i	i	2.9	i	4	-5	i	-129
9	Cc1c(Br)c([N+](=O)[O-])nn1C(C)C(=O)NCc1ccco1 (stereo not drawn)	-28	i	i	i	i	-0.2	i	0	4	i	11
10	Nc1ccncc1N	.	i	i	i	i	-0.2	i	.	-1	i	5
11	COc1ccc(NC(=O)C2C(c3ccccc3)C2(Cl)Cl)c(OC)c1 (stereo not drawn)	2	i	i	i	i	1.2	i	4	9	i	13
12	O=C(NCc1ccccc1)NC1(C(=O)N2CCN(c3ncccn3)CC2)CCCCC1	-8	i	i	i	i	-0.8	i	-8	-1	i	-4
13	CCOc1ccc(NC(=O)CCSc2nnc(C)s2)cc1	-4	i	i	i	i	0.6	i	-1	0	i	-7
14	CCCCCCNC1=NCCS1	1	i	i	i	i	-0.3	i	6	6	i	-3
15	Cc1cc(Oc2ccc(Cl)cc2)nc(-c2ccccc2O)n1	-15	i	i	i	i	0.1	i	-1	53*	i	-5
16	Cn1c(-c2ccc(C(=O)c3ccccc3)s2)nc2ccccc21	-128	i	i	i	i	2.9	i	5	-2	i	-74
17	O=C(CCN1C(=O)C2CCCCC2C1=O)N1CCN(S(=O)(=O)c2ccccc2)CC1 (stereo not drawn)	.	i	i	i	i	-0.2	i	.	2	i	7
18	CC1Cc2ccccc2N1C(=O)c1cc2c(=O)n3ccccc3nc2n1C (stereo not drawn)	-16	i	i	i	i	0.1	i	2	2	i	-4
19	O=C(O)CCc1nc(-c2ccccc2)no1	-27	i	i	i	i	-0.3	i	0	-4	i	12
20	CCN1C(=O)C(CC(=O)Nc2c(C)cccc2C)Nc2cc(S(=O)(=O)N(C)C)ccc21 (stereo not drawn)	-3	i	i	i	i	-0.6	i	0	-1	i	7
21	COc1ccc2cc(CO)c(Cl)nc2c1	-34	i	i	i	i	0.0	i	-10	-8	i	-2
22	CCc1nn(CC(=O)NCCc2ccc(Cl)cc2)c(=O)c2cccn12	-4	i	i	i	i	-0.3	i	3	-1	i	-15
23	Cc1noc(C)c1-c1nc(CS(=O)(=O)c2ccccc2)no1	-35	i	i	i	i	0.0	i	0	-2	i	4
24	CCCc1[nH][nH]c(=O)c1C(c1cccc(Cl)c1)C(C#N)C#N (stereo not drawn)	-27	i	i	i	i	1.4	i	3	7	i	-9
25	CCCCOCCCNC(=S)Nc1ccc(S(=O)(=O)N2CCOCC2)cc1	-31	i	i	i	i	-1.3	i	0	-4	i	8
26	CCNC(=S)N/N=C/c1cn(Cc2ccc(F)cc2)c2ccccc12	-6	i	i	i	i	-0.3	i	6	22	i	48
27	COc1ccc(CC(=O)NC(C)c2ccc(S(N)(=O)=O)cc2)cc1S(=O)(=O)N1CCOCC1 (stereo not drawn)	-38	i	i	-9.3*	i	-0.1	i	0	2	i	-12
28	O=C(O)c1cc(C(F)(F)F)nc2ccccc12	-6	i	i	i	i	-2.0	i	-2	2	i	-3
29	COc1cc(CN2CCC(n3nccc3NC(=O)C3CC3)CC2)cc(OC)c1	-13	i	i	i	i	0.1	i	0	-1	i	3
30	Cc1ccccc1C(=O)Oc1ccccc1C(=O)N1CCOCC1	-28	i	i	i	i	-0.6	i	3	-6	i	12
31	CCC(=O)N1CCc2cc(S(=O)(=O)NC(C(=O)NCc3ccc(F)cc3)C(C)C)ccc21 (stereo not drawn)	-20	i	i	i	i	-1.2	i	-5	-7	i	-7
32	O=S(=O)(c1cccc(F)c1)N1CCCN(c2ccc(C(F)(F)F)cn2)CC1	14	i	i	i	i	-0.2	i	3	13	i	7
33	CCNC(=O)COc1ccc(F)cc1C(=O)c1cnn(-c2ccccc2)c1	-2	i	i	i	i	0.3	i	-2	5	i	-8
34	CN(Cc1ccccc1)S(=O)(=O)c1ccc(NC(=O)C2CCCO2)cc1 (stereo not drawn)	-33	i	i	i	i	-0.2	i	6	-3	i	1
35	C=CCn1c(-c2ccccc2)ccc(C#N)c1=O	-13	i	i	i	i	-0.3	i	-3	-20	i	-1
36	COc1cc(OC)c2ccc(=O)oc2c1C(CC(=O)N1CCCC(C)C1)c1ccc2c(c1)OCO2 (stereo not drawn)	.	i	i	i	i	-0.6	i	.	10	i	0
37	O=C(NCc1ccccc1)NCc1cccs1	-24	i	i	i	i	0.2	i	4	-1	i	-25
38	O=C(/C=C/c1ccc(S(=O)(=O)NCc2ccco2)cc1)NCc1cccc(Cl)c1	-1	i	i	i	i	-0.1	i	3	10	i	-60
39	Cn1cc(C(=O)N2CCc3ccccc3C2)c(=O)c2cc(S(=O)(=O)N3CCOCC3)ccc21	0	i	i	i	i	-0.3	i	3	-4	i	5
40	O=C(COc1ccc(Cl)cc1)Nc1ccccc1Cl	-48	i	i	i	i	-7.0	i	8	-15	i	-11
41	c1ccc(OCCOc2cccc3cccnc23)cc1	-12	i	i	i	i	1.3	i	1	-13	i	-94
42	Cc1nc(NC(=O)/C=C/c2ccccc2)n[nH]1	-20	i	i	i	i	1.7	i	-2	0	i	-11
43	CC(C)CCOCC(=O)Nc1cccc(C(=O)O)c1	-177	i	i	i	i	-1.2	i	-5	-6	i	-73
44	COc1ccc(C(=O)NCC(=O)N/N=C/c2cn[nH]c2-c2ccccc2)cc1	-21	i	i	i	i	-0.3	i	0	-2	i	0
45	Cc1cc2cc(CNS(=O)(=O)c3ccccc3)ccc2n1C	-19	i	i	i	i	-0.5	i	4	5	i	-25
46	CC(=O)Nc1cccc(NC(=O)CSc2nnc(Cc3cccn3C)n2CCc2ccccc2)c1	-13	i	i	i	i	0.6	i	2	-4	i	-21
47	CCOc1ccc(N2CC(C(=O)NCCc3ccccc3)CC2=O)cc1 (stereo not drawn)	-7	i	i	i	i	-1.8	i	-4	10	i	7
48	COc1ccc(NC(=O)COc2ccc(S(=O)(=O)N3CCOCC3)cc2C)cc1OC	27	i	i	i	i	0.7	i	5	-5	i	11
49	COc1cccc(OCc2cc(C(=O)NCCc3cccc(C)n3)no2)c1	-42	i	i	i	i	0.2	i	0	-10	i	-5
50	CCc1nn(CC(=O)N2CCC(C)CC2)c(=O)c2cccn12	-6	i	i	i	i	-0.1	i	-1	-3	i	20
51	COc1cccc2c1C(=O)c1ccc3ccccc3c1C2=O	-28	i	i	i	i	2.2	i	0	8	i	-141
52	Cc1ccc(NC(=O)Cn2cc(C=O)c3ccccc32)cc1	-39	i	i	i	i	-9.4	i	0	0	i	-13
53	COc1ccc(-c2noc(CCCC(=O)NCc3ccco3)n2)cc1OC	-17	i	i	i	i	0.3	i	-2	-4	i	-6
54	O=[N+]([O-])c1ccc(-c2ccc(C=Nc3cccc4ccccc34)o2)cc1	-35	i	i	i	i	1.9	i	8	2	i	-43
55	COc1cc(OC)c(NC(=S)NCc2ccccc2)cc1Cl	-9	i	i	i	i	.	i	-2	.	i	.
56	Cc1cc(F)ccc1NC(=O)c1cc(S(=O)(=O)N2CCCC2)cn1C	9	i	i	i	i	-0.1	i	-2	-3	i	5
57	CO/N=C/CC(=O)c1ccc([N+](=O)[O-])c(CS(=O)(=O)c2ccc(Cl)cc2)c1	-15	i	i	i	i	-2.7	i	-15	13	i	0
58	CCCCn1c(N)c(N(CCC(C)C)C(=O)C2CC(=O)N(c3cccc(SC)c3)C2)c(=O)[nH]c1=O (stereo not drawn)	.	i	i	i	i	-0.3	i	.	-3	i	5
59	Cc1ccccc1Nc1c(-c2ccncc2)nc2ccc(Br)cn12	-1	-7*	i	i	i	0.2	i	2	6	i	24
60	Cc1ccc2cc(CN(C(=O)c3cccnc3)C(C)C)c(=O)[nH]c2c1	-9	i	i	i	i	-0.1	i	-4	10	i	20

The list continues.
nr	Molecule	KLF5 inhibitor	TRPC6 inhibitor	TRPC6 act	MrgX1 antagonist	TRPC4 act	HIF act	TRPC4 block	IEC-6 cytotox	SKKanGAS inh	TRPC4 potent	aSyn 5UTR inh
61	CC(=O)Nc1ccc(NC(=O)c2ccc(N(C)S(=O)(=O)c3ccc(C)cc3)cc2)cc1	14	i	i	i	i	1.8	i	1	2	i	5
62	C#CCOC(=O)c1ccccc1C(=O)N(CC)CC	13	i	i	i	i	-0.5	.	-9	1	i	8
63	Nc1cc(C(=O)OCC(=O)NCc2ccco2)ccc1Cl	-40	i	i	i	i	-7.5	i	-1	-8	i	-3
64	CN(C(=O)COC(=O)CCc1c[nH]c2ccccc12)c1ccccc1	.	i	i	i	i	-0.5	i	.	-5	i	-10
65	CN(C)S(=O)(=O)c1ccc(NC(=O)C2CC(=O)N(Cc3ccccc3)C2)cc1 (stereo not drawn)	14	i	i	i	i	-0.1	i	8	3	i	14
